# From PubChem
# Xi reactivation: activators of X-chromosome reactivation in mouse fibroblasts; XiGFP mouse fibroblasts, % GFP-positive cells imaging, 3 d; cells co-treated with 5-aza-dC sensitizer; scaled so ellipticine positive control = 100%; 0.055% of 360,000 active; activation, % at 7.58 µM;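 active means mean normalized replicate activation at least 10% and every replicate at or above 10%; inconclusive means only one of the two criteria met; inactive means mean below 10% and not all replicates reach 10%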;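 further: 0% = median of on-plate neutral control wells and 100% = ellipticine 6 µM median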
#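 assay system = SV40-immortalized XiGFP fibroblast cells, line 68-5-11 | buffer or medium = DMEM plus 5-aza-dC sensitizer | doses = single-point pinned compound dosing | times = 3-day compound exposure, then 15 min fixation at room temperature | benchmarks = positive control ellipticine, 6 µM final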
# S100A4 inh HTS: inhibitors of human S100A4 binding to myosin IIA peptide; AID 652163; 0.14% of 360,000 active; S100A4/TAMRA-MyoIIA peptide fluorescence polarization; P26447; inhibition, % at 10.7 µM;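 active means mean inhibition of at least 70% across replicates, with every replicate also reaching that level; inconclusive means mean inhibition reaches 70% but some replicates fall short; inactive means mean inhibition below 70%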
# Target sequence (P26447 whole entry, looked up): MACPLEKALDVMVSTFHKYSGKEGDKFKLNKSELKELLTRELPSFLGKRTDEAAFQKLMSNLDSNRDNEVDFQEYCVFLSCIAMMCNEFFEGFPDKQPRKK
#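 Test system: S100A4 monomer protein; Medium: HEPES pH 7.2 with CaCl2, KCl, NaCl, DTT, Triton; Probe or stimulus: TAMRA-labelled myosin IIA heavy-chain peptide probe, 5 nM; Doses: one dose per compound; Times: polarization read 5 min after assay mix addition, stable 5–60 min; Benchmarks: neutral control DMSO, positive control TFP.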
# RAD52 inh: RAD52 (human) annealing inhibition | 0.46% of 360,000 active | P43351 | inhibition, % at 18.7 µM | recombinant RAD52 DNA annealing, FRET fluorescence | AID 651710;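 active means every replicate showing at least 50% inhibition; inconclusive means mean inhibition at least 50% but not in every replicate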
# ERp5 block: blocks human ERp5 reductase activity on insulin; Q15084; ERp5 insulin aggregation, absorbance 650 nm, 90 min; inhibition, % at 9.99 µM; 0.05% of 350,000 active; AID 651711;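 active means mean replicate inhibition above about 25%, with every replicate also reaching it, limit read from the data, passing the limit was not always enough; inconclusive means only one of those two criteria met; inactive means neither criterion met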
# ERAP1 inh: blocks human ERAP1 aminopeptidase activity; Q9NZ08; recombinant ERAP1, Leu-AMC fluorescence, 60 min; inhibition, % at 10.7 µM; 0.15% of 340,000 active;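 active means mean replicate inhibition of at least 30%, or all replicates individually reaching that 30% level; inactive means mean below 30% and not every replicate reaching it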;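 further: 0% = neutral control wells and 100% = L-leucinethiol positive control wells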
# E-selectin induc: E-selectin induction on HUVECs; P16581; HUVEC E-selectin immunofluorescence imaging; normalized: neutral wells 0, TNF-alpha wells 100; activation, % at 7.58 µM; 0.37% of 260,000 active;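 active means mean E-selectin-positive cell signal at least 10% of the positive control, reached in at least 60% of replicates, without over 20% cell loss; inconclusive means no rule given, readout overlaps actives, possibly toxicity-flagged; inactive means the rest, including those meeting only one limit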;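 further: in these data hits start at about 27%; measured in HUVEC primary endothelial cells; signal is the percent of cells scored E-selectin positive by PE staining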
#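 Read-out basis: % PE-positive cells; Test system: HUVEC primary endothelial cells; Technique: immunofluorescence imaging; Dosing: single-point compound dose.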
# RAD54 branch: inhibitors of human RAD54 branch migration; 0.14% of 360,000 active; Q92698; inhibition, % at 10.4 µM; AID 602329; RAD54 Holliday junction branch migration, FAM/BHQ fluorescence;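 active means mean normalized replicate activity at least 40 and at least half of replicates scoring 40 or more; inconclusive means only one of the two criteria met; inactive means mean below 40 and under half of replicates reaching 40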;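 further: 0% = median of neutral control wells and 100% = median of positive control wells; inhibitors cause a drop in the FAM fluorescence signal; in these data hits start at about 50%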
# Target sequence (Q92698 whole entry, looked up): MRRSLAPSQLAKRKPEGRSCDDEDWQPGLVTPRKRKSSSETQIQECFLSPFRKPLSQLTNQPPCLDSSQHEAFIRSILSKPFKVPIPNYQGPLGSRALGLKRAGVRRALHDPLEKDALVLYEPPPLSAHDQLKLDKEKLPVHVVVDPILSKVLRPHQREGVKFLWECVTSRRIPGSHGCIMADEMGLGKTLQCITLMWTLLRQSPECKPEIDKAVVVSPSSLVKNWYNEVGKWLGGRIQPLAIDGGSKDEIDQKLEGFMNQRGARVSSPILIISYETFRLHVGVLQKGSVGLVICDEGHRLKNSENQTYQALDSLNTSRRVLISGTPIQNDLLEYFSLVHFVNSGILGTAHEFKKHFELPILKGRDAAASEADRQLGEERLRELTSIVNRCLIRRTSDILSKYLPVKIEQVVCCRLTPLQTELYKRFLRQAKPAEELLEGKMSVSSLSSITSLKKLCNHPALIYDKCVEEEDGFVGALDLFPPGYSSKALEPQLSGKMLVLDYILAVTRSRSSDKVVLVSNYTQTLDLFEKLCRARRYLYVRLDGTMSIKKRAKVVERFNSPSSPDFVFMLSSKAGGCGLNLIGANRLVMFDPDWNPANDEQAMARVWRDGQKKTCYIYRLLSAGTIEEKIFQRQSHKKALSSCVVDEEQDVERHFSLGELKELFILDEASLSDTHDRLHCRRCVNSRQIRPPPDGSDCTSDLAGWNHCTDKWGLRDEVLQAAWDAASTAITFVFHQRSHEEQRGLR
# esBAF inh: blocks esBAF chromatin remodeling in mouse ES cells | Bmi1-luciferase knock-in reporter, 24 h; 100% = twice the neutral-well signal | reporter increase, % at 12.5 µM | 2% of 350,000 active | AID 602393; in the data active means activation above about 40%; inconclusive means no clear call, values can overlap the other calls;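 further: 0% = median of the plate's neutral control wells and 100% = double that signal; a rise in the Bmi1 reporter signal indicates esBAF inhibition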
# An asterisk follows results filed as active; u = inconclusive; x = no result given.
nr	smiles	Xi reactivation	S100A4 inh HTS	RAD52 inh	ERp5 block	ERAP1 inh	E-selectin induc	RAD54 branch	esBAF inh
1	C[C@H](CO)N1C[C@H](C)[C@H](CN(C)CC2CCCCC2)Oc2c(NC(=O)c3ccc(-c4nccs4)cc3)cccc2C1=O	0.1	-5.7	20.8	4.9	2.1	-0.1	-11.1	-0.7
2	O=C(Nc1ccon1)Nc1ccccc1C(F)(F)F	0.0	10.8	-1.3	-9.5	4.2	-0.1	-7.5	-3.1
3	Cc1ccc(S(=O)(=O)Nc2nc3cc(C)c(C)cc3[nH]2)cc1	0.0	10.8	-5.1	6.0	-4.9	x	x	x
4	C=Cn1cc[n+](CC(=O)c2ccc(Cl)c(Cl)c2)c1	-0.1	-3.6	21.7	3.8	7.3	0.0	8.8	-3.2
5	COc1ccc(S(=O)(=O)Nc2ccc3c(c2)CC(=O)N([C@H](C)CO)C[C@H](C)[C@@H](CN(C)Cc2ccc(C(F)(F)F)cc2)O3)cc1	x	4.4	13.3	12.1	-1.3	x	0.0	8.4
6	Cn1c(=O)n(Cc2ccccc2Br)c2ccccc21	0.0	-5.2	0.8	4.4	-0.3	7.3	-6.7	-2.5
7	CNC[C@H]1Oc2c(NC(=O)c3cnccn3)cccc2C(=O)N([C@H](C)CO)C[C@H]1C	-0.2	2.6	-14.3	-5.0	-0.8	0.0	-5.6	5.1
8	O=C(COC(=O)CCCC1=NS(=O)(=O)c2ccccc2N1)Nc1ccccc1	0.0	13.8	-0.8	-10.6	-2.6	x	6.1	-6.3
9	CC(C)c1ccc(NC(=O)COC(=O)c2cc(=O)[nH]c3ccccc23)cc1	0.1	8.6	-2.2	-4.9	0.8	-0.7	-0.6	9.7
10	CCN(CC(=O)Nc1ccccc1OC)C(=O)CSCc1c(C)noc1C	0.2	-0.8	-11.0	2.1	5.6	-0.3	-2.2	-3.5

# Arranged by formula weight (largest number first): part of the list above.
nr	smiles	Xi reactivation	S100A4 inh HTS	RAD52 inh	ERp5 block	ERAP1 inh	E-selectin induc	RAD54 branch	esBAF inh
5	COc1ccc(S(=O)(=O)Nc2ccc3c(c2)CC(=O)N([C@H](C)CO)C[C@H](C)[C@@H](CN(C)Cc2ccc(C(F)(F)F)cc2)O3)cc1	x	4.4	13.3	12.1	-1.3	x	0.0	8.4
9	CC(C)c1ccc(NC(=O)COC(=O)c2cc(=O)[nH]c3ccccc23)cc1	0.1	8.6	-2.2	-4.9	0.8	-0.7	-0.6	9.7
2	O=C(Nc1ccon1)Nc1ccccc1C(F)(F)F	0.0	10.8	-1.3	-9.5	4.2	-0.1	-7.5	-3.1

# (cont.)
nr	smiles	Xi reactivation	S100A4 inh HTS	RAD52 inh	ERp5 block	ERAP1 inh	E-selectin induc	RAD54 branch	esBAF inh
11	Cc1ccc(Sc2cc(C)nc(-c3ccccn3)n2)cc1	0.3	-0.9	-9.8	9.2	-3.4	x	-0.8	x
12	O=C(CSc1nnc(-c2ccncc2)n1-c1ccc(Cl)cc1)Nc1ccc(C(=O)O)cc1	0.1	-2.3	-17.2	-4.3	-2.1	x	12.7	0.5
13	COc1ccc(OCC(=O)Nc2ccc(S(=O)(=O)N3CCN(C)CC3)cc2)cc1	0.1	-2.1	-7.7	-0.1	-8.3	x	x	x
14	Cc1ccc(N(C(=O)c2csnn2)C(C(=O)NC2CCCC2)c2ccccn2)cc1 (configuration not stated)	0.0	6.3	-2.7	5.4	-3.4	x	-4.0	1.6
15	C[C@@H]1CCCCO[C@H](CN(C)Cc2ccncc2)[C@@H](C)CN([C@@H](C)CO)C(=O)c2cc(NC(=O)Nc3cccc4ccccc34)ccc2O1	0.0	-4.4	28.0	-1.0	0.4	0.2	-5.2	-6.2
16	COc1ccc(/C=N/NC(=O)COc2cccc3cccnc23)cc1OC	0.0	-2.6	0.0	-4.6	0.1	0.1	x	x
17	C[C@@H]1CN([C@H](C)CO)C(=O)c2cccc(NC(=O)c3nc4ccccc4s3)c2O[C@H]1CN(C)Cc1ccc(C(=O)O)cc1	0.0	19.6	-5.4	-12.3	0.7	-0.1	-0.7	-0.7
18	CCn1nc(C(=O)NCCc2ccc3c(c2)OCCO3)c2ccccc2c1=O	0.2	-1.2	7.6	2.1	-0.4	3.5	-10.6	-4.9
19	C/C(=N\N=C1/NC(=O)C(C)S1)c1ccco1 (configuration not stated)	-0.1	-2.6	-4.5	0.1	-2.9	0.3	3.0	4.3
20	C(=C\c1ccccc1)/C=N/Nc1nncc(-c2ccccc2)n1	0.1	-2.7	6.5	1.9	-0.3	x	x	x
21	COCCn1c(SCC(=O)NNC(=O)c2ccc(OC)c(OC)c2)nc2ccccc2c1=O	0.0	-0.5	-6.5	-62.1	2.0	-0.7	x	x
22	CCc1nnc(NC(=O)COc2ccccc2[N+](=O)[O-])s1	0.0	-4.9	-14.5	-2.3	x	x	0.7	18.6
23	COc1ccc([C@H]2N[C@]3(CCCN(Cc4ccc(C(F)(F)F)cc4)C3=O)[C@H]3C(=O)N(C)C(=O)[C@@H]23)cc1	0.2	-3.9	-5.2	-9.3	1.1	0.0	1.2	-0.9
24	CN(C)CCCNC(=O)C[C@H]1C[C@H](C(=O)N2CCOCC2)[C@@]2(C)c3[nH]c4ccc(Cl)cc4c3CCN2C1=O	-0.1	6.4	-14.2	4.8	0.0	-0.1	3.0	-7.5
25	COc1ccc(NC(=O)COc2ccc(/C=N/NC(=O)c3cccnc3)cc2OC)cc1	0.1	1.1	-3.9	2.6	12.0	x	x	x
26	O=C(CNC(=O)Cc1ccccc1)N=Nc1c(O)[nH]c2ccc(Br)cc12	0.0	-2.5	-10.2	x	-1.4	x	-2.7	-2.2
27	CCCc1cc(=O)[nH]c(SCC(=O)N2CCc3ccccc3C2)n1	0.2	-13.8	-31.9	-5.9	-1.4	0.0	-6.9	2.1
28	COc1ccc2c3c(n(C)c2c1)[C@H](CO)N(C(=O)CN1CCOCC1)CC31CCN(C(=O)Nc2cccc(F)c2)CC1	u	-39.7	1.1	4.0	-1.5	0.1	x	x
29	CN1C(=O)c2cc(NC(=O)NC3CCCC3)ccc2OC[C@@H]2O[C@@H](CC(=O)NC3CCC3)CC[C@H]21	0.0	-5.0	1.2	0.8	0.4	1.2	6.2	-5.3
30	O=C(Nc1ccc(S(=O)(=O)N2CCCC2)cc1)C1CCCCC1	0.3	-1.8	-20.4	0.8	-1.0	x	-1.0	1.9
31	CCc1cnc(N2[C@H](CO)[C@@H](c3ccc(C#CC(C)C)cc3)[C@@H]2C#N)s1	-0.1	3.2	-46.9	0.8	-4.4	-0.3	5.5	14.5
32	O=C(CNS(=O)(=O)c1cccs1)NCc1ccccc1	0.0	-2.5	-12.0	-0.9	5.8	x	3.0	5.8
33	O=C(/C=C/c1ccco1)OCc1nnc(-c2ccccc2)o1	0.2	-1.2	-22.2	6.1	-5.9	-1.6	x	x
34	Cn1c(=O)cc(SCC(=O)NCCC2=CCCCC2)c2ccccc21	-0.1	-5.0	-14.2	-8.3	3.5	x	-4.9	x
35	CN(C)C(=O)C[C@H]1C=C[C@H](NC(=O)c2ccc(F)cc2)[C@H](CO)O1	0.4	-21.7	-7.5	-2.9	0.5	0.1	3.2	5.3
36	COc1ccc(S(=O)(=O)N2CCN(c3ccccc3)CC2)cc1	0.0	4.9	-0.9	0.8	-1.2	x	x	-2.9
37	O=C(CCNS(=O)(=O)c1ccccc1)OCc1nnc(-c2ccccc2)o1	-0.1	-1.5	6.8	1.4	2.1	2.0	3.2	x
38	O=C(CN1CCOCC1)N/N=C/c1ccc(-c2cccc(Cl)c2Cl)o1	0.0	5.8	-6.9	5.3	x	x	0.5	3.2
39	COc1ccc(-c2c(-c3ccc(O)cc3O)n[nH]c2C(F)(F)F)cc1	-0.1	-3.9	4.3	3.9	x	-0.2	5.8	x
40	C[C@H]1CN([C@@H](C)CO)C(=O)c2cccc(NC(=O)c3ccncc3)c2O[C@H]1CN(C)S(C)(=O)=O	-0.3	-3.9	-2.3	0.9	0.0	x	2.6	-3.3
41	COc1ccc(CN2CCN(C(=O)c3ccc(F)cc3)CC2)c(OC)c1	0.0	-3.0	3.1	0.0	0.1	x	-9.0	5.1
42	Cc1ccc(CNC(=O)CN2C(=O)c3ccccc3S2(=O)=O)cc1	0.1	0.5	-11.2	1.3	-4.2	x	7.3	-1.9
43	Cc1ccc(S(=O)(=O)Nc2ccc3c(c2)C(=O)N([C@H](C)CO)C[C@@H](C)[C@@H](CN(C)S(=O)(=O)c2c(C)noc2C)OCCCC[C@H](C)O3)cc1	0.1	-0.8	-41.7	1.3	0.9	x	0.3	2.9
44	Cc1cccc(SC2CCN(C(=O)C3CCC(=O)N(C4CC4)C3)CC2)c1 (configuration not stated)	0.0	-5.5	-10.0	0.1	-2.9	-0.1	x	3.8
45	COc1cc(C(=O)Nc2ccc3oc(-c4cccnc4)nc3c2)cc(OC)c1OC	0.2	5.8	-13.6	-3.4	-1.7	0.1	x	x
46	COc1cccc(CN2CCN(Cc3cccc4c3OCO4)CC2CCO)c1 (configuration not stated)	0.2	3.8	-4.6	1.5	-2.2	x	0.4	1.1
47	COc1ccc(S(=O)(=O)N(C)C[C@@H]2OCCCC[C@@H](C)Oc3ccc(NC(=O)Nc4c(C)noc4C)cc3C(=O)N([C@H](C)CO)C[C@H]2C)cc1	0.1	7.7	-13.5	-1.2	1.2	-0.2	-2.8	3.3
48	CC(=NNC(=S)N(Cc1ccccn1)Cc1ccccn1)c1cnccn1	-0.2	2.2	-16.5	-6.3	1.9	1.8	x	x
49	CC(C)[C@H](NC(=O)C1CCN(S(=O)(=O)c2ccccc2)CC1)C(=O)NCc1ccccc1	0.1	-0.6	-0.7	-4.8	-2.4	x	-3.2	3.0
50	CC1=C(C(=O)N2CCCCCC2)CC(CC(=O)NCC2CCCCC2)C(=O)N1Cc1ccc(F)cc1 (configuration not stated)	-0.2	-7.0	-12.4	3.6	1.9	-0.2	x	x
51	CCCCn1cnc2c(=S)nc(N)[nH]c21	-0.1	-3.4	-6.3	-2.9	1.0	3.4	x	-9.8
52	C[C@@H]1CCCCO[C@H](CN(C)Cc2ccc(C(=O)O)cc2)[C@H](C)CN([C@H](C)CO)C(=O)c2cc(NC(=O)Nc3ccccc3)ccc2O1	-0.1	6.6	4.9	-0.6	-5.5	x	-3.6	-4.3
53	c1cnc2ccc3ncccc3c2c1	0.9	2.6	-5.7	0.6	1.1	-0.1	3.3	14.3
54	O=C(COC(=O)C1CC(=O)N(Cc2ccccc2)C1)c1ccc(F)cc1 (configuration not stated)	0.0	-7.1	-8.8	2.9	5.7	0.1	x	x
